TRHR PAM – allosterically enhances the human TRH receptor. P34981. 0.66% of 360,000 active. AID 493056. enhancement, % at 2 µM. TRHR cells, fluo-8 calcium fluorescence, EC20 TRH enhancement; in the data active = enhancement above about 30%; note: 0% is about no effect
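TRHR-expressing cells loaded with fluo-8 calcium dye were read kinetically (ex 480/em 530) during compound addition, then stimulated with an EC20 of TRH (10 nM final). Enhancement of the Gq-mediated intracellular calcium response was scored.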
TRHR agonist – activates the human TRH receptor. TRHR cells, calcium flux fluo-8, FDSS agonist mode. activation, % at 2 µM. 0.18% of 360,000 active; in the data active = activation above about 30%; note: 0% is about no effect
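TRHR-expressing cells, plated overnight in medium with 10% serum, were loaded with fluo-8 calcium dye at room temperature. After a 10 s baseline, library compound was pin-added and calcium release was recorded kinetically (ex 480/em 530) as agonist response.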
D1 antagonist – blocks dopamine activation of the human D1 receptor; P21728; HEK293 TREx D1 cells, calcium flux, dopamine EC80; active compounds read low; activity change, negative = inhibition, % at 10 µM; 3.2% of 360,000 active; AID 504652; in the data active = activity change below about -30%; note: % is set by controls: 0 for no effect and ±100 for the full control effect
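Tetracycline-induced HEK293 T-REx cells with force-coupled D1 receptor were loaded with a no-wash calcium dye. Compound was added after a 10 s baseline and read kinetically for 180 s; EC80 dopamine was then added and calcium flux followed another 180 s.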
D2 PAM – positively modulates the human D2 dopamine receptor allosterically; HEK293 T-REx D2, calcium flux, EC20 dopamine potentiation; 0.34% of 340,000 active; P14416; AID 485347; potentiation, % at 10 µM;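 active = potentiation over 3 SD above the plate norm, cut at about 30% in these data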; note: 0% is about no effect
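Calcium flux readout, no-wash dye, 1 read/s. Inducible HEK293 Trex D2 line, overnight 30 C. Compound alone 180 s (agonist flags), then EC20 dopamine, another 180 s to score potentiation.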
Anesthetic bind – binds horse apoferritin like a general anesthetic | P02791 | apoferritin/1-aminoanthracene competitive binding, fluorescence | Potency, µM (highest dose often 77.5 µM), for the others: at the highest dose activity change, negative = displacement, most hits filed as inhibitors | 0.074% of 350,000 active; note: potency is the fitted concentration of half-maximal effect; % is set by controls: 0 for no effect and ±100 for the full control effect; nearly all actives have a fitted effect of over 20% in size
Target sequence (P02791 2-175 limits assumed): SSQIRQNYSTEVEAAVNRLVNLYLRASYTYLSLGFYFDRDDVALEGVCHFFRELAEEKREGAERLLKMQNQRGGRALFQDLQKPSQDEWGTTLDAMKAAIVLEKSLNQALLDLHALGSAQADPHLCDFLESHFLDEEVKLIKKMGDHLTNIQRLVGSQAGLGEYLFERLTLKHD
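Concentration-response curves derived by four-parameter Hill fitting of normalized fluorescence, where compounds displaced 1-AMA from 10 uM horse apoferritin following a brief 10 min room-temperature incubation; propofol titration acted as positive control.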
RXFP1 agonist – RXFP1 (human) receptor agonism. HEK293T-RXFP1 cAMP TR-FRET, 30 min; response scale: percent of porcine relaxin response, buffer zero. Potency, µM (doses to about 57.5 µM), for inactives: top-dose activation, actives largely listed as activators. 0.3% of 370,000 active; note: potency is the fitted concentration of half-maximal effect; % is set by controls: 0 for no effect and ±100 for the full control effect; nearly all actives have a fitted effect of over 60% in size; many of its hits are not listed in these tables
Target sequence (Q9HBX9 whole entry, looked up): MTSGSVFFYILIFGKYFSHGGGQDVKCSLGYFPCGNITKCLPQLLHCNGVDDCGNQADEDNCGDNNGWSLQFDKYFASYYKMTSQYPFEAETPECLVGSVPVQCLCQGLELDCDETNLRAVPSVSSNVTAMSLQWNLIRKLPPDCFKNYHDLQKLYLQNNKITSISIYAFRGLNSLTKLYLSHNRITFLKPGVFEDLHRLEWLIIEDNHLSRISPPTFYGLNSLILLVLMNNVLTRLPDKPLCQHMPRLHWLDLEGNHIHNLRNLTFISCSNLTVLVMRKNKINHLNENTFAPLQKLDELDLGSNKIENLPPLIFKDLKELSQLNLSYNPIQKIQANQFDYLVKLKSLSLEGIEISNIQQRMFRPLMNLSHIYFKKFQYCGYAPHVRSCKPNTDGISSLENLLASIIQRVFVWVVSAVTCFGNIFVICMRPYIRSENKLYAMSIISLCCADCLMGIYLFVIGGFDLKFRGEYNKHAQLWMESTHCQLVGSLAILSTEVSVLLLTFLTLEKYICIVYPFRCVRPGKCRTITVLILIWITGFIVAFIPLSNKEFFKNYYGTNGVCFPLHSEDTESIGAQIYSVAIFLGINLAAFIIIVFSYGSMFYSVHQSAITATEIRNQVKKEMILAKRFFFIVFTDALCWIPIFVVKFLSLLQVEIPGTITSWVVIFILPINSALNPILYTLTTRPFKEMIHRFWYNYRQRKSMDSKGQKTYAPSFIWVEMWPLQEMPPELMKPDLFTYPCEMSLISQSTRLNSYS
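HEK293T cells stably expressing RXFP1 were pretreated with the PDE4 inhibitor Ro 20174, exposed to compounds for 30 min at 37C, lysed, and cAMP was read by TR-FRET. Data normalized to buffer (basal) and 29 nM porcine relaxin (100%).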
D1 potentiator – enhances dopamine response at the human D1 receptor | potentiation, % at 10 µM | 0.036% of 360,000 active | HEK293 TREx D1 cells, calcium flux, dopamine EC20 potentiation | P21728; in the data active = potentiation above about 30%; note: 0% is about no effect
D1 ag – human D1 receptor agonism. 1% of 360,000 active. HEK293 T-REx D1 cells, calcium flux, agonist mode. activation, % at 2 µM. P21728. AID 504660; in the data active = activation above about 30%; note: 0% is about no effect
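Agonism was scored from calcium flux recorded over 180 s (1 read/s) after pintool compound addition, following a 10-cycle baseline. Cells were inducible force-coupled HEK293 TREx D1, plated overnight at 30 C and loaded with no-wash calcium dye.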
RXFP1 antag – antagonists of human relaxin receptor RXFP1; HEK293-RXFP1, relaxin-stimulated cAMP HTRF, 30 min; active compounds read low; AID 1259400; activity change, negative = inhibition, % at 57.5 µM; 0.59% of 350,000 active;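 active = activity change of -60% or lower, but not beyond a set lower limit; inconclusive = change between -60% and -40%, or beyond the set limit; inactive = change above -40%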; note: % is set by controls: 0 for no effect and ±100 for the full control effect
The depositor's hits bear a star; ? = inconclusive; · = not tested or not shown; & = joins results of further samples; [ ] = dose if it differs, or a comment. Unless noted, calls come from the whole dose curve; as a rule, active = well fitted curve in the direction sought with a large enough effect; inconclusive = small, poorly fitted or top-dose-only effect, or another doubt; inactive = no such curve, though single readings can be large; an effect the other way counts as inactive or inconclusive. Some of the compounds tested (hit frequency here may not be typical).

SMILES	TRHR PAM	TRHR agonist	D1 antagonist	D2 PAM	Anesthetic bind	RXFP1 agonist	D1 potentiator	D1 ag	RXFP1 antag
N#C/C(=C/c1ccc(-c2ccccc2[N+](=O)[O-])o1)C(=O)NCCN1CCCCC1	2	0.1	5	-24	-1%	-3.1%	-6	1	?
NNC(=O)c1cc2cc(OC(F)(F)F)ccc2[nH]1	0	0.9	1	8	?	3.1%	-3	6	-5
Cc1ccc(C)c(N2CCN(C(=O)Cc3c(C(=O)O)[nH]c4ccc(Cl)cc34)CC2)c1	0	0.4	7	8	-13%	4.9%	-5	1	-4
Clc1ccccc1OCCn1nnc2ccccc21	0	-0.7	-11	-5	-16%	2.5%	-2	0	-11
O=C(CSc1nncs1)N1CCN(S(=O)(=O)c2ccccc2)CC1	-6	0.0	-5	-1	-6%	-0.1%	-4	0	-12
CC1(C)Cc2c(C#N)c(SCc3nc4ccccc4[nH]3)nc(N3CCOCC3)c2CO1	34*	-0.6	-7	6	193%[activator]	5.2%	-12	0	25
Cc1cc(-c2ccc(S(=O)(=O)N3CCN(c4cccc(C(F)(F)F)c4)CC3)s2)on1	-8	0.3	-24	-5	-11%	0.2%	-6	1	-10
COc1ccccc1NC(=O)Nc1ccccc1C(N)=O	-1	0.1	-14	6	-8%	4.9%	-1	0	9
COc1cccc(C(=O)NNC(=O)c2ccccc2)c1	-3	0.4	-2	6	-9%	4.3%	0	5	1
CCCCNC(=O)CC1N=C2c3ccccc3N=C(SCC(=O)Nc3ccccc3OC)N2C1=O (stereo not given)	-1	0.1	-3	-7	-12%	-1.3%	0	0	-22
COCCn1c(SCC#N)nnc1-c1ccccc1O	-7	-0.1	15	2	1%	1.0%	-2	2	-16
NN(CCO)C(=S)Nc1ccc(Cl)cc1	6	0.1	19	-1	-7%	1.6%	5	-2	16
COC(=O)c1ccc(Nc2cc(C)nc3ncnn23)cc1	-1	0.7	-18	8	-5%	2.3%	-1	0	-5
CCOC(=O)C(C)NC(=O)c1cc2c(=O)[nH]c3ccc(C)cc3c2s1 (stereo not given)	0	-0.4	-7	-1	-10%	3.8%	-4	1	·
Cc1ccc(OCC(=O)N/N=C/c2ccccc2)c([N+](=O)[O-])c1	1	0.0	-18	-10	?	3.1%	-12	1	2
C=CCn1c(SCC(=O)/C(C#N)=C(\C)N)nc2sc(C)c(C)c2c1=O	-1	-0.4	-13	-5	-9%	5.3%	-2	2	-9
COc1cc2c(cc1OC)C(C(=O)Nc1cccc(C)n1)C(c1cccnc1)N(C)C2=O (stereo not given)	5	0.1	8	1	-8%	-2.8%	0	2	4
O=C(Nc1ccc2nsnc2c1)N1CCCCC1	0	0.2	-1	-2	107%[activator]	-0.1%	2	1	12
O=S(=O)(NC1CCCCC1N1CCN(c2ccccc2F)CC1)c1ccc(Cl)cc1 (stereo not given)	-9	33*	-9	-12	-1%	0.4%	-4	6	-32
O=C(CN1C(=O)C(c2ccc(F)cc2)=NC12CCCCCC2)Nc1ccc(F)c(Cl)c1	2	1.7	29	9	-8%	0.8%	3	0	?
COc1ccccc1C(NC(=O)CC(C)C)c1c(O)ccc2ccccc12 (stereo not given)	-4	-0.3	18	2	-11%	0.3%	-1	3	-4
CC(=O)c1cccc(-n2c(=O)c3c4c(sc3n(Cc3cccc(C)c3)c2=O)CN(C(C)=O)CC4)c1	-1	-0.2	-6	-9	-12%	0.7%	0	0	·
Cc1cccc(C)c1OCc1cc(C(=O)N(C)CCc2ccccn2)no1	-5	2.9	10	9	?	0.8%	2	-1	-18
O=C(O)CC(=O)Nc1ccc(Oc2ccc(C(F)(F)F)cn2)c(Cl)c1	3	-0.2	-18	10	?	-1.5%	3	4	2
Clc1ccc(OCCN2CCCCC2)cc1Cl	-2	1.4	22	-26	-9%	1.4%	-4	7	5
COCCCNc1ccc([N+](=O)[O-])cc1C(=O)Nc1cccc(C)n1	1	-3.3	15	4	?	-0.1%	2	2	3
CCc1cc2c(=O)n(CCC(C)C)c(=S)[nH]c2s1	2	0.0	-22	-4	-4%	8.0%	-1	1	-24
Cc1ccc(CSc2oc(-c3cccs3)nc2S(=O)(=O)c2ccc(C)cc2)cc1	1	-0.5	5	8	19%	-0.2%	0	14	-19
CCOc1ccc(CN(C)CC(=O)c2c(N)n(Cc3ccccc3)c(=O)n(CC)c2=O)cc1OC	6	0.2	6	9	-12%	2.7%	-2	2	-14
COc1ccc(C2=Nc3ccccc3N(CC(=O)Nc3cccc(C(C)=O)c3)C(=O)C2)cc1	8	-0.7	-3	4	20%	2.1%	-4	13	-14

Part of the list above in a different format:
canonical_smiles | TRHR PAM | TRHR agonist | D1 antagonist | D2 PAM | Anesthetic bind | RXFP1 agonist | D1 potentiator | D1 ag | RXFP1 antag
COc1ccccc1C(NC(=O)CC(C)C)c1c(O)ccc2ccccc12 (stereo not given) | -4 | -0.3 | 18 | 2 | -11% | 0.3% | -1 | 3 | -4
CCOc1ccc(CN(C)CC(=O)c2c(N)n(Cc3ccccc3)c(=O)n(CC)c2=O)cc1OC | 6 | 0.2 | 6 | 9 | -12% | 2.7% | -2 | 2 | -14
COc1ccc(C2=Nc3ccccc3N(CC(=O)Nc3cccc(C(C)=O)c3)C(=O)C2)cc1 | 8 | -0.7 | -3 | 4 | 20% | 2.1% | -4 | 13 | -14
Cc1ccc(CSc2oc(-c3cccs3)nc2S(=O)(=O)c2ccc(C)cc2)cc1 | 1 | -0.5 | 5 | 8 | 19% | -0.2% | 0 | 14 | -19

(list continues)
SMILES	TRHR PAM	TRHR agonist	D1 antagonist	D2 PAM	Anesthetic bind	RXFP1 agonist	D1 potentiator	D1 ag	RXFP1 antag
Cc1ccc(SCC(=O)NCc2ccco2)cc1	-4	-0.5	0	3	-4%	-0.1%	-6	-3	-5
CC1CN(C(=O)COC(=O)c2ccc(S(=O)(=O)N(C)C)cc2)CC(C)O1 (stereo not given)	-3	0.6	-7	2	3%	1.3%	·	10	-6
CS(=O)(=O)c1cccc(-c2nnc(NC(=O)C3=COCCO3)o2)c1	3	0.0	-3	2	·	1.2%	-1	3	0
CC1CCC(NC(=O)C2CC(=O)N(c3ccc(Cl)cc3)C2)CC1 (stereo not given)	1	-1.1	9	10	-8%	0.2%	5	1	-1
Cc1ccc(CCN2CC(C(=O)NCCCN3CCCCCC3)CC2=O)cc1 (stereo not given)	-4	0.1	-2	5	-6%	-0.1%	4	0	-8
COc1cc(NS(=O)(=O)c2ccc3c(c2)CC(=O)N3)cc(OC)c1OC	9	0.2	13	-3	-15%	-1.0%	0	1	-6
CN(C)S(=O)(=O)c1ccc(C(=O)OC2CCOC2=O)cc1 (stereo not given)	2	-1.1	-1	19	-12%	-0.2%	20	0	6
CCc1ccc(NC(=O)Cn2ncc3c4ccccc4n(C)c3c2=O)cc1	2&5	0.4&-0.1	9&-3	4	-3%&-11%	0.2%&-2.4%	-4&0	1&1	2&2
COc1cc(OC)cc(-c2c(C#Cc3ccsc3)c3cc(-c4ccc5c(c4)OCCO5)ccc3n2C)c1	0	0.0	·	4	·	2.5%	-4	4	·
CN(C)CCCN(C(=O)c1ccc(S(=O)(=O)N2CCCCCC2)cc1)c1nc2ccc(Br)cc2s1	1	2.1	5	-2	-21%	-2.4%	-2	43*	?
S=c1[nH]nc(C2CC2)n1Cc1ccco1	0	-0.4	-4	4	-4%	-3.4%	-2	0	-10
C=C(C)CN(CC)c1ccc(N2C(=O)CCCC2=O)cc1[N+](=O)[O-]	-2	-1.4	-19	9	-20%	6.8%	-9	10	6
CC1CCCN(C(=O)C2CCN(c3ncnc4c3nc3n4CCCCC3)CC2)C1 (stereo not given)	-2	0.0	26	2	-10%	18%	2	1	9
CCn1c(C)nc2cc(C(=O)N/N=C/c3ccc(O)c(O)c3O)ccc21	-5	-0.1	4	-7	-24%	3.1%	-4	2	2
Cc1ccc(OCCNC(=O)c2cccc(S(=O)(=O)N3CCN(C)CC3)c2)cc1	-6	0.4	22	-12	·	-0.6%	-6	0	5
O=C(CSc1nnc(-c2ccco2)n1-c1ccccc1)NCCc1ccccc1	-12	0.3	-14	1	-16%	1.1%	-3	1	11
S=c1[nH]nc(-c2cccs2)n1/N=C/c1cn(-c2ccccc2)nc1-c1ccccc1	12	0.1	8	-8	1%	-0.4%	10	2	?
Nc1nc(=S)c2[nH]cnc2[nH]1	-2	-0.1	0	-1	1%	-0.1%	-5	-1	13
Clc1ccc(-c2nnc(SCc3ccon3)o2)c(Cl)c1	2	-0.5	-7	·	-11%	-0.1%	-3	15	-17
CCn1nnnc1SCC(=O)N1N=C(c2cccs2)CC1c1cccs1 (stereo not given)	3	0.5	-2	-3	·	-0.1%	-2	4	-1
CC(C)S(=O)(=O)c1cnc(-c2ccccn2)nc1N	3	0.4	-5	2	0%	5.4%	0	2	3
Cc1ccn2cc(C34CC5CC(CC(C5)C3)C4)nc2c1	-2	-0.4	33	1	?	1.3%	-2	2	-2
COc1ccccc1OCC(=O)N/N=C/c1c(O)ccc2ccccc12	1	7.9	-30	-7	-9%	1.5%	-7	10	·
COc1ccc(Cl)cc1NC(=O)CN(C)C(=O)c1ccc(C)s1	-2	-0.3	-11	3	·	-0.9%	-6	-1	-16
Cc1ccc(NC(=O)CN(C)C(=O)c2ccc(-n3cncn3)c([N+](=O)[O-])c2)cc1	17	0.0	-55*	-15	·	1.4%	-5	0	13
COc1ccc(C(=O)c2ccc(N3CCOCC3)c([N+](=O)[O-])c2)cc1	3	0.0	10	-3	-6%	0.0%	-3	3	?
O=S(=O)(NCCSc1ccc(Cl)cc1)c1ccc(F)cc1	-5	-0.8	-16	-2	?	4.0%	-6	2	1
CCCCNc1ccc(-c2nc(-c3ccccn3)no2)cc1[N+](=O)[O-]	0	-0.3	-19	5	-11%	-1.4%	-2	3	·
COc1ccc(C)cc1N(CC(=O)Nc1cccnc1)S(=O)(=O)c1ccccc1	0	-1.3	-18	1	-9%	4.2%	-7	-1	3
Cc1cc(F)ccc1NC(=O)CCn1nc(C)c(S(=O)(=O)N2CCCCC2)c1C	2	0.2	-8	·	32%[activator]	0.4%	0	-1	-4
CC(=O)c1ccc(NC(=O)CCC(=O)OCC(=O)c2cccc([N+](=O)[O-])c2)cc1	14	1.9	-3	14	1%	2.1%	-5	6	-7
Cc1ccnc(SC2CC(=O)N(c3ccc(Cl)cc3)C2=O)n1 (stereo not given)	-9	-0.4	11	11	-10%	2.1%	-2	2	11
CN(C)S(=O)(=O)c1ccc(Cl)c(NC(=O)COC(=O)c2ccc3c(c2)NC(=O)CS3)c1	-6	0.3	-1	-18	-2%	0.7%	-3	7	1
